# Bioassay records from PubChem BioAssay.
# SW480 rereplic = DNA re-replication induction in SW480 cells | SW480 DNA re-replication, Hoechst DNA content imaging, 48 h | Potency, µM (doses to about 46.1 µM), inactives show at the highest dose re-replication activation, hits mostly activators | 340,000 tested, 1.8% active | AID 624297; note: potency is the fitted concentration of half-maximal effect; % of control where 0% means no effect; nearly all actives have a fitted effect of over 55% in size
#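 250 cells/well; 23 nL cpd via pin tool; 48 hr, 37 C, 5% CO2; Hoechst 40 min; imager read of total nuclear intensity, ex 405/em 500-530 nm.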
# HT1080 IDH1KD tx = kills HT-1080 cells with IDH1 knockdown; HT-1080 IDH1 knockdown viability, ATP luminescence, 48 h; Potency, µM (titrated, usually from 46.1 µM), for inactives: top-dose activity, negative = toxicity, actives largely listed as cytotoxic; 360,000 tested, 2% active; AID 686971;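 note: potency is the fitted concentration of half-maximal effect; 0% = DMSO wells and -100% = cell-free medium wells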
#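 Using the IDH1-knockdown HT-1080 line run in the same batch and compound series as the NT line, viability after 48 h at 37 °C was determined by CellTiter-Glo luminescence and expressed as % activity.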
# KB-V1 MDR tox = kills drug-selected multidrug resistant KB-V1 cells; KB-V1 MDR cells viability, CellTiter-Glo, 72 h; AID 1347076; Potency, µM (series often up to 46.1 µM), for the others: at the top dose activity change, negative = cytotoxicity, hits mostly cytotoxic; 400,000 tested, 3.4% active; note: potency is the fitted concentration of half-maximal effect; % is set by controls: 0 for no effect and ±100 for the full control effect; nearly all actives have a fitted effect of over 60% in size
#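 Cytotoxicity via CellTiter-Glo luminescence after 72 h compound exposure at 37 degrees C. Cells: drug-selected KB-V1 line, DMEM phenol-red free plus 10% FBS. Compounds tested at multiple concentrations; normalized data fitted to concentration-effect curves.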
# ATXN2 expr inh = ATXN2 expression inhibition. 360,000 tested, 0.72% active. HEK-293 ATXN2-luciferase reporter, luminescence, 24 h. AID 1745845. Potency, µM (doses to about 57 µM), without a hit: at the highest dose activity change, negative = inhibition, usual class: inhibitors; note: potency is the fitted concentration of half-maximal effect; % is set by controls: 0 for no effect and ±100 for the full control effect; nearly all actives have a fitted effect of over 55% in size
#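 ATXN2-luciferase reporter cells (luciferase flanked by upstream and downstream ATXN2 gene portions) were treated 24 h at 37 °C with compounds at up to 57 uM. SteadyGlo luminescence gave expression; GF-AFC fluorescence gave viability.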
# S2 tox = reduces viability in counter-screen for ATXN expression inhibitors | S2 cells (HEK-293 line with an ATXN2-luciferase reporter) viability, CellTiter-Fluor protease fluorescence, 24 h | Potency, µM (top dose mostly 56.7 µM), actives largely listed as cytotoxic | 400,000 tested, 0.49% active | AID 651635; note: potency is the fitted concentration of half-maximal effect; nearly all actives have a fitted effect of over 40% in size
# KB-3-1 cytotox = KB-3-1 parental cell cytotoxicity; 400,000 tested, 1.4% active; KB-3-1 viability, CellTiter-Glo ATP luminescence, 72 h; AID 1347075; Potency, µM (doses to about 46.1 µM), for the others: top-dose activity change, negative = cytotoxic, most hits filed as cytotoxic; note: potency is the fitted concentration of half-maximal effect; % is set by controls: 0 for no effect and ±100 for the full control effect; nearly all actives have a fitted effect of over 60% in size
#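 72 h, 37 °C compound treatment of KB-3-1 parental cells; CellTiter-Glo added, 10 min, luminescence read. Data corrected against DMSO-only plates and normalized before curve fitting.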
# MCF10A rerep = induces DNA re-replication in MCF 10a normal breast cells | AID 624296 | 350,000 tested, 2.9% active | Potency, µM (highest dose often 46.1 µM), without a hit: top-dose activity, positive = re-replication, usual class: activators | MCF 10A DNA re-replication, Hoechst nuclear intensity, 48 h; note: potency is the fitted concentration of half-maximal effect; % of control where 0% means no effect; nearly all actives have a fitted effect of over 50% in size
# HT1080-NT tox = kills 2HG-producing HT-1080-NT fibrosarcoma cells. HT-1080-NT fibrosarcoma viability, CellTiter-Glo ATP luminescence, 48 h. Potency, µM (top dose mostly 46.1 µM), for inactives: top-dose activity, negative = less viability, usual class: cytotoxic. 360,000 tested, 1.6% active. AID 686970;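 note: NT is the 2HG producing partner of a matched IDH1 knockdown line; potency is the fitted concentration of half-maximal effect; 0% = DMSO-treated cells and -100% = media-only wells without cells; nearly all actives have a fitted effect of over 55% in size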
#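 Compounds were tested in concentration-response format on HT-1080-NT cells for 48 hours at 37 degrees C. Cell viability came from CellTiter-Glo luminescence; curves were classified by r2, response magnitude and activity.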
# IL-1B inflam inh = blocks inflammasome-driven IL-1 beta release; THP-1 LPS/ATP IL-1B secretion, AlphaLISA, 16 h; hits give low values; activity change, % at 57.5 µM; 360,000 tested, 4.7% active; in the data active = activity change below about -50%; inconclusive = mostly about -30% to -49%; note: % is set by controls: 0 for no effect and ±100 for the full control effect
#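 THP-1 cells pretreated 1 hr with compounds (up to 57.5 uM final), then stimulated with LPS (250 ng/mL final) plus ATP (1.25 mM final); secreted IL-1B measured by AlphaLISA after 16 hr, decreased signal indicating inhibition.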
# An asterisk follows results filed as active; i = inactive; ? = inconclusive; / = not tested or not shown; & = joins results of further samples; [ ] = another dose, or the depositor's remark. Unless noted, calls come from the whole dose curve; as a rule, active = well fitted curve in the direction sought with a large enough effect; inconclusive = small, poorly fitted or top-dose-only effect, or another doubt; inactive = no such curve, though single readings can be large; an effect the other way counts as inactive or inconclusive. No enrichment for hits. About 11% of those tested had a hit in this group.
SMILES,SW480 rereplic,HT1080 IDH1KD tx,KB-V1 MDR tox,ATXN2 expr inh,S2 tox,KB-3-1 cytotox,MCF10A rerep,HT1080-NT tox,IL-1B inflam inh
C=CCNCC(=O)NN=C(c1ccccc1)c1ccccc1,0%,1%,2%,-4%,i,28%,-1%,-1%,-9
CC(Cl)C(=O)NC(=O)NC12CC3CC(CC(C3)C1)C2 (stereo unspecified),/,-6%,5%,0%,i,0%,16%,-8%,0
COC(=O)[C@@H](NC(=O)Nc1cccc(OC)c1)C(C)C,4%,2%,-5%,2%,i,7%,-3%,-27%,21
FC(F)(F)c1cccc(Cn2nnnc2-c2cc(Cl)cc(Cl)c2)c1,-2%,-10%,-8%,-22%,i,10%,2%,-19%,3
Cc1ccc2nc(SCC(=O)NC3CCS(=O)(=O)C3)[nH]c2c1 (stereo unspecified),-6%,15%,11%,/,i,8%,1%,1%,2
CC(C)c1ccc(NC(=O)CSc2nc(-c3ccccc3F)nc3nc[nH]c23)cc1,4%,-8%,-15%,?,?,-13%,2%,0%,8
CSC(=Nc1ccccc1)N=C(SCc1ccccc1)N(C)C,7.3µM*,13µM*,5.8µM*,?,9.5µM*,4.1µM*,?,21µM*,-104*
O=C(Nc1ccccc1N1CCN(C(=O)c2ccc(Cl)cc2)CC1)c1ccc2c(c1)OCO2,8%,-2%,?,/,/,-7%,10%,-3%,9
O=C(CN1C(=O)COc2ccc(S(=O)(=O)N3CCCCCC3)cc21)N1CCN(c2cccc(C(F)(F)F)c2)CC1,/,/,?,10%,i,-13%,/,/,/
O=C(CN1CCN(S(=O)(=O)c2cc(C(F)(F)F)ccc2Cl)CC1)N1CCc2ccccc2C1,-13%,-11%,-6%,/,?,0%,4%,-18%,-27
Cc1ccc2nc(-c3ccc(NC(=O)c4ccco4)cc3)[nH]c2c1,-7%,?,14%,22%,i,1%,0%,?,-12
CCC(Sc1nc2ccsc2c(=O)n1CCC(=O)O)C(=O)Nc1ccc(Cl)cc1 (stereo unspecified),/,4%,24%,/,?,3%,/,-3%,9
CCOc1ccc(CNc2ccc3c(c2)ncn3C(C)(C)C)cc1,4%,-4%,-2%,/,i,-3%,-1%,-1%,2
CC(C)OCCCNc1ncnc2c1[nH]c1ccc(F)cc12,2%,?,?,?,i,?,13%,?,-71*
CCOc1ccc(NC(=O)Nc2cc(C)ccc2OC)cc1,2%,3%,15µM*,12%,i,-25%,17%,0%,?
COc1ccc(C2CC(=O)C3=C(C2)NC(C)=C(C#N)C3c2ccc(N(C)C)cc2)cc1 (stereo unspecified),0%,-11%,3%,-13%,i,-7%,?,-1%,-66*
CCCCC(C(=O)NC(C)(C)C)N(Cc1ccccc1)C(=O)c1snc(C(N)=O)c1N (stereo unspecified),13%,1%,3%,-19%,i,12%,4%,-9%,4
CN1CCN(C(=O)C2=C[C@H](c3ccc(Br)cc3)C[C@H](OCCCCO)O2)CC1,-7%,1%,0%,-6%,?,22%,22%,2%,-2
COc1cc([N+](=O)[O-])cc2sc(NC(=O)C(C)(C)C)nc12,-9%,19%,12%,4%,i,11%,5%,-4%,30
COc1ccc(C(C)=O)cc1COC(=O)c1cccc(N(C)C)c1,-5%,0%,-11%,-7%,i,1%,-3%,0%,-13
Cc1cc(NC(=O)CCC2COc3ccccc3O2)no1 (stereo unspecified),0%,13%,?,20%,i,18%,-1%,16%,11
Cc1ccc2c(c1)N(CCCC(=O)NCc1ccc3c(c1)OCO3)C(=O)CO2,-16%,6%,0%,-1%,i,10%,-2%,13%,-6
CCOC(=O)C1=C(C)N=C2SCCC(=O)N2[C@@H]1/C=C/c1ccccc1,?,-5%,-5%,3%,i,0%,33%,-1%,-8
COC(=O)C1=COC(C)C2CN3CCc4c([nH]c5ccccc45)C3CC12 (stereo unspecified),90%,-5%,0%,-12%,i,0%,9%,-2%,6
Cc1ccc(C(=O)Nc2nc(-c3ccco3)c(-c3ccco3)s2)o1,3%,-4%,-26%,9%,i,30%,?,-11%,-57*
COc1cc([C@@H]2CC=C(C(=O)O)[C@H](c3cccc(Cl)c3)N2S(=O)(=O)c2ccc(C)cc2)cc(OC)c1OC,-6%,-2%,0%,1%,i,2%,18%,-2%,45
Cc1ccc2c(c1)COc1c3ccc(C(=O)N[C@@H](C)CO)cc3nn1-2,-26%[9.22 µM],5%,-2%,45%[activator],i,29%,-8%,3%,-21
CC(=O)Nc1cccc(-c2cc(NC=O)c3ncc(-c4ccc(C(C)=O)cc4)n3c2)c1,/,-6%,5%,-5%,i,-2%,/,23µM*,-19
Cc1cccc(NC(=O)c2nc[nH]c2C(=O)N[C@@H](Cc2ccccc2)C(=O)OCc2ccccc2)c1,1%,1%,14%,-13%,i,-11%,15%,1%,14
CC(OC(=O)c1cnc(Cl)c(Cl)c1)C(=O)NCc1ccccc1 (stereo unspecified),-4%,2%,8%,-10%,?,-2%,-8%,3%,-87*

# Random excerpt: three compounds from above.
SMILES,SW480 rereplic,HT1080 IDH1KD tx,KB-V1 MDR tox,ATXN2 expr inh,S2 tox,KB-3-1 cytotox,MCF10A rerep,HT1080-NT tox,IL-1B inflam inh
Cc1ccc(C(=O)Nc2nc(-c3ccco3)c(-c3ccco3)s2)o1,3%,-4%,-26%,9%,i,30%,?,-11%,-57*
Cc1ccc2c(c1)COc1c3ccc(C(=O)N[C@@H](C)CO)cc3nn1-2,-26%[9.22 µM],5%,-2%,45%[activator],i,29%,-8%,3%,-21
Cc1cccc(NC(=O)c2nc[nH]c2C(=O)N[C@@H](Cc2ccccc2)C(=O)OCc2ccccc2)c1,1%,1%,14%,-13%,i,-11%,15%,1%,14

# Further structures follow.
SMILES,SW480 rereplic,HT1080 IDH1KD tx,KB-V1 MDR tox,ATXN2 expr inh,S2 tox,KB-3-1 cytotox,MCF10A rerep,HT1080-NT tox,IL-1B inflam inh
Cc1ccc(Cl)cc1NC(=O)CSc1sc2c(O)cc(=O)[nH]c2c1C#N,18%,14%,10%,-6%,i,6%,2%,3%,22
O=C(CSc1nc2ccc(Cl)cc2[nH]1)N1CCN(C(=O)c2ccco2)CC1,3%,6%,?,3%,i,?,?,-1%,-12
COc1cccc(N2CCN(C(=O)c3ccc(CS(=O)c4ccc(C)cc4)o3)CC2)c1 (stereo unspecified),?,0.29µM*,?,-35%,?,0.37µM*,?,0.21µM*,31
Cc1cccc(CC(=O)c2c[nH]c3ccccc23)c1,13%,-12%,-4%,-2%,i,-3%,17%,0%,-9
CC(=O)Nc1cccc(NC(=O)CSc2nnc3ccc(-c4ccccn4)nn23)c1,1%,9%,?,44%[activator],i,19%,0%,7%,10
O=C(CN1CCc2ccccc2C1)Nc1cc(S(=O)(=O)N2CCOCC2)ccc1N1CCOCC1,-4%,-4%,?,2%,i,0%,9%,-1%,-6
Cc1cccc(N2CCN(C(=O)c3cc(S(=O)(=O)N4CCOCC4)cn3C)CC2C)c1 (stereo unspecified),-10%,8%,-7%,0%,i,-2%,2%,-1%,0
Cc1ccccc1CC1(CO)CCCN(Cc2nc(-c3cccs3)oc2C)C1 (stereo unspecified),0%,?,-19%,/,?,-7%,9%,?,-4
O=C(Nc1cnn(C23CC4CC(CC(C4)C2)C3)c1)c1cc(-c2ccccc2)on1,-2%,?,-17%,-12%,i,3%,1%,5%,-16
CCOC(=O)C(=CNc1ccc(C#N)cc1)C(=O)OCC,-56%[inhibitor],7%,2%,4%,i,-2%,-5%,10%,-13

# Reprinted from the part before: four entries, then new ones.
SMILES,SW480 rereplic,HT1080 IDH1KD tx,KB-V1 MDR tox,ATXN2 expr inh,S2 tox,KB-3-1 cytotox,MCF10A rerep,HT1080-NT tox,IL-1B inflam inh
Cc1cccc(N2CCN(C(=O)c3cc(S(=O)(=O)N4CCOCC4)cn3C)CC2C)c1 (stereo unspecified),-10%,8%,-7%,0%,i,-2%,2%,-1%,0
Cc1ccccc1CC1(CO)CCCN(Cc2nc(-c3cccs3)oc2C)C1 (stereo unspecified),0%,?,-19%,/,?,-7%,9%,?,-4
O=C(Nc1cnn(C23CC4CC(CC(C4)C2)C3)c1)c1cc(-c2ccccc2)on1,-2%,?,-17%,-12%,i,3%,1%,5%,-16
CCOC(=O)C(=CNc1ccc(C#N)cc1)C(=O)OCC,-56%[inhibitor],7%,2%,4%,i,-2%,-5%,10%,-13
NS(=O)(=O)c1cc2c(cc1Cl)NC(C1CC3C=CC1C3)NS2(=O)=O (stereo unspecified),-83%[inhibitor],0%,12%,14%&5%,i,0%,-35%[inhibitor],5%,1
CS(=O)(=O)c1ccc2nc(NC(=O)C3CC(=O)N(c4ccccc4)C3)sc2c1 (stereo unspecified),-1%,6%,-2%,-9%,i,16%,-4%,2%,21
Cc1nn(-c2ccccc2)c(Cl)c1C(=O)NCC(=O)O,-5%,0%,20%,-10%,i,13%,0%,-1%,10
NS(=O)(=O)c1ccc(NC(=S)NCC2CCCO2)cc1 (stereo unspecified),-3%,1%,3%,7%,i,2%,10%,17%,-3
O=c1[nH]c2ccc(NCc3ccc(-c4ccc(Br)cc4)o3)cc2[nH]1,/,/,22%,-2%,i,0%,/,/,/
CCCCc1nnc(NC(=O)c2oc3ccccc3c2C)s1,1%,14%,?,54%[activator],i,12%,10%,17%,-14
Cc1ccc(CNC(=O)Cn2c(=O)n(CC(=O)N3CCCCC3)c(=O)c3sccc32)cc1,0%,0%,3%,/,i,-1%,-7%,-7%,-11
CC(C)(C)OC(=O)[C@H](Cc1ccccc1)NC(=O)c1nc[nH]c1C(=O)N1CCNCC1,2%,-7%,-22%,0%,i,-1%,9%,-2%,0
C[C@@H]1CN([C@@H](C)CO)C(=O)CCCn2nncc2CO[C@H]1CN(C)C(=O)Nc1ccc2c(c1)OCO2,/,0%,-1%,-13%,i,1%,/,-5%,-12
